Screening data: PubChem BioAssay, The Scripps Research Institute Molecular Screening Center
FBW7 activator – FBW7 E3 ligase activators, primary screen, biochemical, AlphaScreen, human. AlphaScreen FBW7–phospho-cyclin E peptide binding, activator screen. normalized activity (activation), % at 26.1 µM. hit rate 0.13% among 650,000; in the data active = normalized activity above about 1.9%;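 note: purified mutant Fbw7 with reduced substrate affinity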
TEAD-YAP block – TEAD-YAP interaction inhibition, primary screen, TEAD-YAP interaction inhibitor project, luminescence, HEK-TIYL cells. TEAD-Gal4/YAP UAS-luciferase luminescence. inhibition, % at 9.12 µM. hit rate 1.4% among 640,000. AID 1259422, 2018; in the data active = inhibition above about 32%;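 note: 0% = median of test compound wells and 100% = reference inhibitor wells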
GPR151 activ – activators of human GPR151, primary screen, cell-based, PathHunter beta-arrestin, luminescence. AID 1508602, 2020. activation, % at 11.2 µM. PathHunter beta-arrestin GPR151 cells. G-protein coupled receptor 151 (Homo sapiens), Q8TDV0. hit rate 1% among 650,000; in the data active = activation above about 4.9%;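 note: 0% = median of compound wells and 100% = cells with positive control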
Target sequence (Q8TDV0 whole entry, looked up): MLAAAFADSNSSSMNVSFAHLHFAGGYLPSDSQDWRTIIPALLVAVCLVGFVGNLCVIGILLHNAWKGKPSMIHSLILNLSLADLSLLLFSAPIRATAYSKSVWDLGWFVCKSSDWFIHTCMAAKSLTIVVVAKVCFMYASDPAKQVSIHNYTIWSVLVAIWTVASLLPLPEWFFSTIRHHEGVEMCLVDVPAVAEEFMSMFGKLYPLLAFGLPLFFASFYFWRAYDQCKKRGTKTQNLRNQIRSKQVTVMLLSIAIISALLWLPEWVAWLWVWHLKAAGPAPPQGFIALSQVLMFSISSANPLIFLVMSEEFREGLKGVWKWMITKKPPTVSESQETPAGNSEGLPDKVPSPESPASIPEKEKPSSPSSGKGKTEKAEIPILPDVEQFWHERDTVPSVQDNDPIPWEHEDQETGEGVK
MITF primary – MITF inhibitors, primary screen, biochemical, AlphaScreen, human | AID 1259374, 2018 | AlphaScreen MITF homodimerization, bead proximity signal | hit rate 0.91% among 650,000 | inhibition, % at 2.6 µM; in the data active = inhibition above about 50%;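 note: 0% = vehicle wells with protein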
Target sequence (O75030 whole entry, looked up): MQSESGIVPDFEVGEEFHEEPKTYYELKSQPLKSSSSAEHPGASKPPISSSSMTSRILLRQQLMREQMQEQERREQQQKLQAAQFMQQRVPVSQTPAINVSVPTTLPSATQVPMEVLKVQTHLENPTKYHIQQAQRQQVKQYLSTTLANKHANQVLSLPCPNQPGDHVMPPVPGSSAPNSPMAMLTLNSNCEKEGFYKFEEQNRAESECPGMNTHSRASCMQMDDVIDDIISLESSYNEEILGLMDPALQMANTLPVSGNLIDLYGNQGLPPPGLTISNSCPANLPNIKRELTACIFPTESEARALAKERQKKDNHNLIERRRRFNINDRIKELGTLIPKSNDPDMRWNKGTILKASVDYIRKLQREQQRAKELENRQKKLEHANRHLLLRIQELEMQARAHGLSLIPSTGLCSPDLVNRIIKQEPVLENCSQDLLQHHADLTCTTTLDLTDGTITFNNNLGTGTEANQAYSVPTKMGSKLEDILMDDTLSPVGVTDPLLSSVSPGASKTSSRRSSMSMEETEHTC
* marks the source's active call; other numbers are inactive results. Hits appear at their usual frequency, and some 3.4% of all compounds hit somewhere here.

Values in the order – FBW7 activator	TEAD-YAP block	GPR151 activ	MITF primary
- O=C(O)C1CCN(C(=O)CSc2nnc(-c3ccccc3)o2)CC1
  0.0	-3	3.0	-9
- COc1ccc(/C=C2\C(=O)N(c3cccc(C(=O)O)c3)N=C2C)cc1OC
  -1.3	-10	1.1	12
- OC[C@H]1O[C@H](OCCCc2ccc(O)cc2)[C@H](O)[C@@H](O)[C@@H]1O
  -0.1	-5	-0.5	9
- CC(C)(C)NC(=O)CCCc1nc2ccccc2c(=O)[nH]1
  0.0	16	1.3	2
- CCn1c2cc(C)sc2c2cnn(CC(N)=O)c(=O)c21
  0.3	5	-0.7	3
- CCOC(=O)c1sc(NC(=O)CSc2nnc(CNC(=O)c3cccc(F)c3)n2-c2ccccc2OC)c(C(=O)OCC)c1C
  -0.1	2	0.2	-7
- Nc1ccccc1NC(=O)c1ccc(C(=O)Nc2ccccc2N)cc1
  -0.1	-37	0.3	-1
- COC(=O)[C@@H]1C[C@@H](NC(=O)c2ccccc2F)CN1Cc1ccccc1F
  -0.1	0	-1.6	-18
- C=CCN(c1ccccc1)S(=O)(=O)c1ccc2[nH]cc(C(=O)N3CC(C)CC(C)C3)c(=O)c2c1 (stereo unspecified)
  -0.3	2	1.4	10
- CC(=O)N1CCCN(C(=O)c2ccc(OC3CCN(CCc4ccccc4)CC3)cc2)CC1
  0.0	-4	-1.0	2
- O=C(CSC1CC(=O)N(c2ccc(Cl)cc2)C1=O)Nc1cccc(F)c1 (stereo unspecified)
  0.1	-2	-1.3	18
- Cc1cccc(CN2CCC(CNC(=O)COc3cc(=O)n(C)c4ccccc34)CC2)c1
  1.3	5	-0.3	22
- CCOC(=O)Cn1c(=O)oc2cc(S(=O)(=O)Nc3ccc(C)c(F)c3)ccc21
  0.0	3	0.1	-18
- CC(=NCCN1CCNCC1)c1c(C)[nH]n(-c2ccc([N+](=O)[O-])cc2)c1=O
  0.0	-29	-6.0	8
- N#Cc1c(SCc2ccc(F)cc2)nc2c(c1-c1ccccc1)CCCC2
  -0.1	8	-0.3	14
- COC(=O)c1ccc(/C=C/C(=O)c2cccc(OC)c2)cc1
  0.2	-43	-0.9	13
- CC(=O)c1cccc(-c2cncc(C(=O)NCCCN3CCCC3=O)c2)c1
  0.0	-10	3.1	-2
- Cc1cc(NC(=O)CSCC(=O)OCC(=O)Nc2ccc(OC(F)F)cc2)no1
  0.1	6	-1.8	-7
- CCOC(=O)c1c(NC=C(C#N)C#N)sc2c1CCCC2
  0.0	-1	-0.4	1
- CCn1ccnc1CN(C)c1nc2nonc2nc1NCc1cccs1
  0.0	15	1.6	4

Exported as labelled records: 4 of the compounds above
canonical_smiles: Cc1cccc(CN2CCC(CNC(=O)COc3cc(=O)n(C)c4ccccc34)CC2)c1
  FBW7 activator: 1.3	TEAD-YAP block: 5	GPR151 activ: -0.3	MITF primary: 22
canonical_smiles: CCOC(=O)Cn1c(=O)oc2cc(S(=O)(=O)Nc3ccc(C)c(F)c3)ccc21
  FBW7 activator: 0.0	TEAD-YAP block: 3	GPR151 activ: 0.1	MITF primary: -18
canonical_smiles: CC(=NCCN1CCNCC1)c1c(C)[nH]n(-c2ccc([N+](=O)[O-])cc2)c1=O
  FBW7 activator: 0.0	TEAD-YAP block: -29	GPR151 activ: -6.0	MITF primary: 8
canonical_smiles: N#Cc1c(SCc2ccc(F)cc2)nc2c(c1-c1ccccc1)CCCC2
  FBW7 activator: -0.1	TEAD-YAP block: 8	GPR151 activ: -0.3	MITF primary: 14

Single values from the entries so far:
TEAD-YAP block, CC(C)(C)NC(=O)CCCc1nc2ccccc2c(=O)[nH]1 = 16
TEAD-YAP block, Cc1cc(NC(=O)CSCC(=O)OCC(=O)Nc2ccc(OC(F)F)cc2)no1 = 6
FBW7 activator, C=CCN(c1ccccc1)S(=O)(=O)c1ccc2[nH]cc(C(=O)N3CC(C)CC(C)C3)c(=O)c2c1 (stereo unspecified) = -0.3
MITF primary, CC(=NCCN1CCNCC1)c1c(C)[nH]n(-c2ccc([N+](=O)[O-])cc2)c1=O = 8
GPR151 activ, CCOC(=O)c1c(NC=C(C#N)C#N)sc2c1CCCC2 = -0.4

New compounds follow.
Values in the order – FBW7 activator	TEAD-YAP block	GPR151 activ	MITF primary
- C[C@@H]1NC(=O)[C@H]2CN(C(=O)c3ccc4ccccc4c3)CCN2C1=O
  -0.1	1	0.4	0
- CCN(CC)c1ccc(CN2CCc3c(nc(N4CCOCC4)[nH]c3=O)C2)c(OC)c1
  -0.2	4	-0.7	-2
- COC(=O)c1ccccc1NS(=O)(=O)c1cc(Br)cc2c1N(C(C)=O)CC2
  0.3	-9	-0.4	20
- CCOc1ccc(OCc2ccc(C(=O)NNC(=O)CC(C)(C)C)cc2)cc1
  0.0	-67	-1.6	-1
- Cc1ccc(-n2nnnc2Sc2ccc([N+](=O)[O-])cc2C#N)cc1
  -0.2	45*	-0.6	5
- CCC(C)C(=O)Nc1ccc(Cl)cc1C(=O)O (stereo unspecified)
  0.2	-1	1.5	10
- Clc1ccc(OCCNCC2CCCO2)c2ccccc12 (stereo unspecified)
  0.2	-2	-1.2	24
- CCOc1cc(S(=O)(=O)NC2CCCCC2)ccc1F
  -0.1	-10	0.1	10
- C=CCN1C(=O)C(O)(CC(=O)c2ccccn2)c2cc(Br)ccc21 (stereo unspecified)
  -0.1	0	0.3	-13
- CCOc1cc(/C=C2\SC(N)=NC2=O)ccc1OCc1ccc(C)cc1
  0.0	-7	0.7	-3
- O=C(CCCc1nc(-c2ccccc2)no1)NCc1ccco1
  0.0	5	0.5	16
- Cc1cc(C)cc(NC(=O)CCn2c(=O)sc3ccccc32)c1
  -0.1	13	-1.7	1
- c1cnc(N2CCN(c3ncnc4nc[nH]c34)CC2)nc1
  -0.2	-7	-3.9	0
- C[n+]1cccc(-c2noc(CCC(=O)O)n2)c1
  0.6	1	-1.2	21
- CC(=O)C1=C(O)C(=O)N(CCCNCCO)C1c1ccccc1 (stereo unspecified)
  0.7	8	0.5	9
- Cc1nc(NCc2cnn(C)c2C)sc1-c1ccn(Cc2cccc(F)c2)n1
  0.0	-6	0.3	-11
- O=C1NC(=O)C(Nc2ccc(C(=O)O)cc2)S1 (stereo unspecified)
  -0.3	-2	-0.6	5
- O=C(Cn1cc([N+](=O)[O-])cn1)Nc1ccc(-c2noc(-c3c(F)cccc3F)n2)cc1
  0.1	9	-0.9	-3
- CC(=O)Nc1nc(-c2cc(Cl)sc2Cl)cs1
  -0.1	2	0.9	9
- CCSCCOC(=O)C1=C(C)NC2=C(C(=O)CC(c3ccc(Cl)cc3)C2)C1c1cc(OC)c(OC)cc1Br (stereo unspecified)
  0.0	5	-1.3	-4

Given field by field: 2 of the compounds above.
Cc1cc(C)cc(NC(=O)CCn2c(=O)sc3ccccc32)c1
  FBW7 activator: -0.1	TEAD-YAP block: 13	GPR151 activ: -1.7	MITF primary: 1

c1cnc(N2CCN(c3ncnc4nc[nH]c34)CC2)nc1
  FBW7 activator: -0.2	TEAD-YAP block: -7	GPR151 activ: -3.9	MITF primary: 0

Later entries:
Values in the order – FBW7 activator	TEAD-YAP block	GPR151 activ	MITF primary
- CCN(CC)C(=O)CN(c1cccc(Cl)c1C)S(=O)(=O)c1ccccc1
  -0.1	-10	-0.2	-1
- CCC1(C)Cc2c(sc3nc(SCC(=O)O)[nH]c(=O)c23)CO1 (stereo unspecified)
  1.1	2	-1.5	15
- O=c1c2ccccc2c(/C=N/c2n[nH]c(CCCO)n2)c(O)n1-c1ccccc1Cl
  0.1	6	0.6	1
- O=C(Nc1ccc2[nH]ncc2c1)c1cc(-c2ccccc2)n[nH]1
  0.1	10	-0.8	5
- Cc1ccsc1CN(C(=O)c1cccc(Cl)c1)C1CCS(=O)(=O)C1 (stereo unspecified)
  0.1	-6	3.4	12
- COc1ccc(C(=O)Nc2ccc3nc(N4CCCCC4)cc(C)c3c2)c(OC)c1
  0.0	6	0.2	4
- CCN(C(=O)c1c(Cl)nc(C)c(Cl)c1C)c1ccccc1
  0.4	-3	-0.4	17
- COc1cc(-c2nc3cnccn3c2Nc2ccc(C)cc2)ccc1O
  0.0	-24	-0.9	-7
- CC1=NN(c2ccc(S(N)(=O)=O)cc2)C(=O)/C1=C\c1ccc(-c2ccc([N+](=O)[O-])cc2)o1
  0.4	-1	-0.4	4
- CCC(=O)N1CCN(c2nnc(-c3ccccc3)c3ccccc23)CC1
  -0.1	-6	-0.9	3
- Cc1ccccc1Nc1nc(N2CCOCC2)nc2c1cnn2-c1ccccc1
  0.0	-18	-1.1	2
- CN(C)C(=O)COc1ccc2c(c1)oc(=O)c1ccccc12
  0.8	-56	-1.3	20
- O=C(CSc1nnc2n1CCN2c1ccccc1)N1CCOCC1
  -0.1	1	0.1	-6
- O=C(CCn1c(=S)[nH]c2cc3c(cc2c1=O)OCO3)N1CCN(c2ccccc2)CC1
  0.0	6	0.8	-3
- Cc1cc(=O)n2[nH]c(NCc3ccc(C(C)C)cc3)nc2n1
  0.2	-3	-0.6	11
- COC(=O)c1c(NC(=O)COc2ccc3c(C)cc(=O)oc3c2)sc2c1CCCC2
  -0.1	1	-0.4	2
- CC(C)(C)OC(=O)N1CCC[C@H](CNC(=O)c2cccs2)C1
  0.6	0	-1.1	12
- CC(=O)Oc1ccccc1-c1nc2s/c(=C\c3cn(-c4ccccc4)nc3-c3ccc(OCCC(C)C)cc3)c(=O)n2n1
  0.0	4	0.9	-14
- O=C(CSCc1cccc(Br)c1)NCc1ccco1
  0.2	5	0.2	17
- COc1cccc(NC(=O)Nc2cccc3ccccc23)c1
  0.1	-27	-0.3	-4
- O=C(NCc1nc2ccccc2[nH]1)c1ccc2nc(-c3ccc(N4CCOCC4)nc3)sc2c1
  6.9*	-49	0.1	2
- COc1ccc(-c2noc(CC(=O)N(C)C3CCCCC3)n2)cc1
  0.0	-12	-1.3	7
- C=CCc1cc(OC)ccc1OCCCNCCOC
  0.0	1	0.4	62*
- N=C1/C(=C/c2ccc(OCCCOc3ccccc3)cc2)C(=O)N=C2SC=C(c3ccccc3)N12
  0.6	-7	-0.8	11
- CC(=O)Nc1ccc(C(=O)N2CCN(c3cccc(Cl)c3)CC2)cc1
  0.0	-16	2.5	9
- COCCN1CCC(CNc2nc3nonc3nc2N(C)C)CC1
  0.3	-8	-1.2	7
- O=C(Nc1ccccc1Cl)c1c(Br)sc2c1CCCC2
  0.1	-2	1.0	-12
- COc1cc(Br)c(C2C(C(=O)OC3CCCC3)=C(C)NC3=C2C(=O)CC(c2ccccc2)C3)cc1OC (stereo unspecified)
  0.2	1	-0.5	-6
- COCCCNC(=O)Cn1c(=O)n(-c2ccccc2)c(=O)c2c1c1cc(C)ccc1n2C
  0.0	-5	1.2	5
- CCOc1ccc(/C=C2/SC(=O)N(CC)C2=O)cc1
  0.0	-44	0.9	-8
- O=C(CC1c2ccccc2Oc2ccccc21)NCCOc1ccccc1
  0.1	-4	-1.2	1
- COc1ccc(CN2Cc3cc(C)ccc3OC(C)C2)cc1O (stereo unspecified)
  0.0	55*	-1.1	11
- COc1cccc(Cn2c(C)c(CNC3CCCCCCC3)c(C(=O)O)c2C)c1
  -0.1	1	1.0	10
- CC[C@H](C)[C@H](NC(N)=O)C(=O)Nc1ccc(C(=O)OC)cc1
  0.1	-12	-0.5	1
- Cc1nc2nc(SCc3ccc(Cl)cc3)nn2c(C)c1Cc1ccccc1F
  -0.1	-9	-1.0	-10
- CN(C)/N=C/C=C1\CC/C(=C\c2ccc(F)c(F)c2)C1=O
  0.0	-1	0.6	-4
- Cc1ccc(-c2ccc(/C=N/N3C(=O)C4C5C=CC(CC5)C4C3=O)o2)c([N+](=O)[O-])c1 (stereo unspecified)
  0.0	-14	0.8	5
- Cc1c(CNCC(C)c2ccccc2)c(C(=O)O)c(C)n1Cc1ccccc1 (stereo unspecified)
  0.0	6	-0.5	25
- CC(=O)COC(=O)c1ccc(C)c(N2C(=O)c3ccccc3C2=O)c1
  0.0	8	-0.4	1
- CCOc1ccc2c(c1)C(c1ccc(C)o1)=NNC(c1ccncc1)=N2
  0.1	-21	1.2	1
